N370S GC – inhibitors or activators of N370S glucocerebrosidase for Gaucher disease. P04062. N370S GC spleen homogenate, 4MU-glucoside fluorescence. Potency, µM (highest dose often 59.4 µM), for inactives: at the highest dose activity change, negative = inhibition, hits mostly inhibitors. 330,000 tested, 0.092% active;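 note: 0% = full enzyme activity and -100% = no enzyme basal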
FEN1 inhibitor – inhibitors of human flap endonuclease 1; P39748; Recombinant FEN1 flap cleavage, fluorescence, 15 min; Potency, µM (top dose mostly 114 µM), without a hit: at the highest dose activity change, negative = inhibition, most hits filed as inhibitors; 390,000 tested, 0.35% active; AID 588795; note: nearly all actives have a fitted effect of over 65% in size
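Potency values derive from four-parameter Hill fits of normalized qHTS data. The reaction used 10 nM FEN1 preincubated 15 min at room temperature with compound, then 50 nM DNA substrate, read at 0 and 15 min.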
GCN5L2 inh – inhibitors of human GCN5L2 histone acetyltransferase; Q92830; AID 504327; Potency, µM (top dose mostly 58.9 µM), inactives show at the top dose activity change, negative = inhibition, hits mostly inhibitors; GCN5L2 HAT assay, ThioGlo1 CoA-SH fluorescence; 390,000 tested, 0.21% active
Target sequence (Q92830 whole entry, looked up): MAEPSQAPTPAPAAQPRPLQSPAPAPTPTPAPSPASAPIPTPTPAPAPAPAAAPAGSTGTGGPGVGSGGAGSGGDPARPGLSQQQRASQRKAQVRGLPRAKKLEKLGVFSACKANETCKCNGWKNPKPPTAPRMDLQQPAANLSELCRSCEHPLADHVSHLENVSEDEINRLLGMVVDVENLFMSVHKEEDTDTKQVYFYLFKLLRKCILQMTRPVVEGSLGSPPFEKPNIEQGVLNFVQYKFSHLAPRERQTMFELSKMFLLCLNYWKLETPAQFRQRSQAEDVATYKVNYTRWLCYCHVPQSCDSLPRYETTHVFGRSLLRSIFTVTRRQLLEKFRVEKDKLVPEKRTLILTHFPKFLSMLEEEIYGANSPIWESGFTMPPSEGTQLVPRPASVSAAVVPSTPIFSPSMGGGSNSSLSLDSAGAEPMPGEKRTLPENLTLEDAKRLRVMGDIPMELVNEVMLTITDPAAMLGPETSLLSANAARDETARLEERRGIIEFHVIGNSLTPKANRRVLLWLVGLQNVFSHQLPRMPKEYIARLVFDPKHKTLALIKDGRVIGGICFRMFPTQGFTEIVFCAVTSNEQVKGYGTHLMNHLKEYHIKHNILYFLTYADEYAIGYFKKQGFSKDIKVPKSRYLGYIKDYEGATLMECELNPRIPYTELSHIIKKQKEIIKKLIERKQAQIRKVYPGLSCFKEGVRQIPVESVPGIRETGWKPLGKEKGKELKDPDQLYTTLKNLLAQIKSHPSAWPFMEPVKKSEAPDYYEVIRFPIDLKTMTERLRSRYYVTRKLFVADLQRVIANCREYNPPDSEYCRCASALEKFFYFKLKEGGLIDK
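Enzyme at 20nM final was mixed with library compounds for 15 min at room temperature. Peptide H3(1-25) at 75uM, acetyl-CoA at 70uM and ThioGlo1 at 50uM were then added. Plates were read immediately and after 20 min (Ex340nm/Em540nm).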
* hit, by the source's call; u = inconclusive; x = no result given; [ ] = dose if it differs, or a comment. Calls come from the whole dose curve; as a rule, active = well fitted curve in the direction sought with a large enough effect; inconclusive = small, poorly fitted or top-dose-only effect, or another doubt; inactive = no such curve, though single readings can be large; an effect the other way counts as inactive or inconclusive. Unless noted, % is set by controls: 0 for no effect and ±100 for the full control effect; potency is the fitted concentration of half-maximal effect.

SMILES | N370S GC | FEN1 inhibitor | GCN5L2 inh
Cc1cc(C(=O)COC(=O)c2ccc(CO)cc2)c(C)n1CC1COc2ccccc2O1 (centres undefined) | 2% | -4% | -3%
COc1ccc(C(=O)N2CCC3(CC2)CN(Cc2ccc(C#N)cc2)C3)cc1 | 6% | x | -10%
CCCc1nnc(NC(=O)Cn2c(=O)oc3cc(Br)ccc32)s1 | 0% | 9% | -3%[0.501 µM]
O=C1N/C(=C\c2ccc(O)cc2)C(=O)c2ccccc21 | -13% | -15% | -1%
CC(=O)C1=C(O)C(=O)N(Cc2cccnc2)C1c1ccc(Cl)cc1 (centres undefined) | 5% | -4% | -1%
CCC(CC)C(=O)NCc1ccccc1OC | 8% | -3% | -12%
COc1ccc(C(=O)/C(=C/c2cccs2)c2nc3ccccc3o2)cc1 | 14% | -13% | -11%
C/C(CCc1ccc2c(c1)OCO2)=N\N=C(/N)SC1CC(=O)N(c2ccc(Cl)cc2)C1=O (centres undefined) | -17% | 0% | -21%
CCCC(=O)Nc1c(C(=O)OCC)oc2ccccc12 | 3% | -4% | -10%
COc1ccc(CCN2C(=O)CC(NCCc3ccc(S(N)(=O)=O)cc3)C2=O)cc1OC (centres undefined) | 19% | -4% | -7%
Cc1ccccc1Nc1nn2c(=O)c3ccc(C(=O)NCc4ccccc4)cc3nc2s1 | x | 8% | 2%
CCOC(=O)[C@@H]1[C@H]2COc3ccc(Br)cc3[C@H]2N2C(=O)N(c3cccc(F)c3)C(=O)[C@]12C | u | 3% | -24%
COc1ccc(C2(C)NC(=O)N(CC(=O)NC(C)c3ccc(CC(C)C)cc3)C2=O)cc1 (centres undefined) | -15% | u | -6%
O=C(CSc1nc(C2CC2)nc2ccccc12)Nc1ccccc1N1CCOCC1 | 12% | 4% | 0%
O=C(CN(Cc1ccccc1)C(=O)CSc1nnc(COc2ccccc2)o1)NC1CCCC1 | 20% | -1% | -8%
CCOC(=O)CC1C(=O)NCCN1S(=O)(=O)c1ccc(OC)cc1 (centres undefined) | -4% | 17% | 1%
CC(=O)N(Cc1cc(=O)[nH]c2ccccc12)c1ccc(C)cc1C | -6% | -4% | 0%
CC(C)(C)C(=O)COC(=O)c1ccc2c(c1)C(=O)N(Cc1ccco1)C2=O | -2% | 11% | -8%
O=C(Nc1nnc(-c2ccco2)o1)c1cccc2ccccc12 | 24% | 5% | 4%
CCOC(=O)c1c(C)[nH]c(C(=O)NCc2ccccn2)c1C | 3% | 3% | 2%
CCN(C[C@H]1N[C@@](Cc2ccccc2)(C(=O)OC)[C@H]2C(=O)N(C)C(=O)[C@@H]12)S(=O)(=O)c1ccc(C(F)(F)F)cc1 | x | -23% | -3%
O=C(Nc1ccc(Oc2ccccc2)cc1)c1ccc(Cn2c(=O)[nH]c3ccsc3c2=O)cc1 | -19% | 13% | 2%
CCOc1ccc(CN2CCNC(=O)C2CC(=O)NC2CCCCCC2)cc1 (centres undefined) | -6% | 13% | -5%
CC(C)CNS(=O)(=O)c1ccc(CCC(=O)NCc2cccnc2)cc1 | 25% | 9% | -27%
CCOC(=O)CSCC(=O)Nc1ccc(S(=O)(=O)N2CCCCC2)cc1 | 3% | 8% | -1%
Cc1ccccc1C(=O)Nc1ccc(N2CCCC2)cc1 | 0% | 10% | -15%
COCCOC(=O)C1=C(C)N=C2SCCC(=O)N2C1c1ccc(C(=O)OC)cc1 (centres undefined) | 4% | -3% | -3%
COc1cc(Cl)c(C)cc1NC(=O)COC(=O)c1ccc(CN2CCCC2=O)cc1 | x | 6% | -9%
CCCN(C(=O)/C=C/c1ccc(S(=O)(=O)N(CC)CC)cc1)C1CCS(=O)(=O)C1 (centres undefined) | x | 1% | 4%
COC(=O)c1cnn(-c2nc(-c3ccccc3)cs2)c1N | -4% | 4% | -2%
CCc1cccc(C)c1NC(=O)CN(C)Cc1ccccc1F | -2% | -4% | 1%
NC(=O)CC(NC(=O)Cc1cccc2ccccc12)c1ccc(NCC2CC2)c([N+](=O)[O-])c1 (centres undefined) | 19% | 15% | -1%
CC(C)Cn1c(SCC(=O)N2CCc3ccccc3C2)nc(O)cc1=O | x | -2% | -29%
COC(=O)C(C(=O)OC)C(c1ccccc1)C(C(=O)c1ccccc1)[N+](=O)[O-] (centres undefined) | -10% | -8% | -6%
Cc1ccnc(NC(=O)c2ccco2)n1 | -5% | 1% | 25%
Fc1cccc(Cc2noc(CN3CCC(c4ccncc4)CC3)n2)c1 | 2% | -13% | 4%
CCOC(=O)c1ccc(NC(=S)N(CCCN2CCCCCC2)Cc2ccco2)cc1 | -17% | 5% | -8%
O=C(Cc1cccs1)NCc1ccc(Cl)cc1 | 0% | -4% | -2%
COC(=O)Cn1c(CN2CCc3ccccc3C2)nc2c1c(=O)n(C)c(=O)n2C | 0% | -3% | 1%
CC(=O)OC(C(=O)Nc1nccs1)c1ccccc1 (centres undefined) | 2% | 32%[activator] | 1%
Cc1cccc(COc2ccccc2C(=O)N(C)CC(=O)Nc2cccc(F)c2)c1 | x | -20% | -7%
CC1(C)CC(NC(=O)Cc2ccccc2)CC(C)(C)N1 | -8% | 6% | -22%
CSc1ccc(CNC(=O)c2cc3c(=O)n(Cc4ccco4)ccc3nc2C)cc1 | x | 89µM* | -7%
O=C(CN(Cc1ccccc1)C(=O)CCC(=O)Nc1nccs1)NCc1ccco1 | u | -2% | -6%
Fc1cccc(Cc2noc(CN3CCCCC3c3ccccn3)n2)c1 (centres undefined) | 15% | -2% | -6%
Cc1ccccc1Cn1c(=O)n(-c2ccccc2)c(=O)c2ccc(C(=O)NCc3ccco3)cc21 | -3% | x | -1%
O=C(Cn1[nH]c(=O)c2ccccc2c1=O)Nc1cccnc1 | 3% | 10% | -4%
CC(C)OC(=O)[C@H]1[C@H](c2ccc(Cl)cc2)[C@@](C#N)(C(N)=O)[C@@H]2C=CC(C(N)=O)=CN21 | 3% | -5% | -12%
O=C(/C=C/c1ccccc1)CC(O)(c1ccccc1)C(F)(F)C(F)F (centres undefined) | -2% | u | -1%
O=C1c2ccccc2C(=O)N1c1ncccn1 | 2% | 9% | 3%
O=C(CN1CCN(c2ccccc2F)CC1)c1c[nH]c2ccc(F)cc12 | -3% | 2% | -2%
CSC1=C(C#N)C(CC(C)C)C(C(C)=O)=C(C)N1 (centres undefined) | 2% | 7% | 0%
CCn1c(CNc2ccc(OC)cc2)nnc1SCC(=O)N1CCCc2ccccc21 | 2% | 0% | -3%
CCOc1cccc(C(=O)Nc2ccc3[nH]ncc3c2)c1 | -2% | 1% | -7%
CCOc1cccc2cc(-c3nc4sc(C(=O)Nc5ccc(C)cc5)c(C)c4c(=O)[nH]3)c(=O)oc12 | x | 20% | 0%
O=C(CSc1n[nH]c(-c2ccc(Cl)cc2Cl)n1)Nc1ccccn1 | x | 14% | -6%
c1ccc(-n2nnnc2-n2cnc3ccccc32)cc1 | 1% | 0% | -1%
CC1Oc2ccccc2N(CC(=O)Nc2ccc3c(c2)OCCO3)C1=O (centres undefined) | 4% | -14% | -3%
CCOC(=O)N1CCN(Cc2nc3c(c(=O)n(C)c(=O)n3C)n2Cc2cc(C)ccc2C)CC1 | 3% | x | -4%
COCCN(C(=O)c1ccccc1F)c1c(N)n(Cc2ccccc2)c(=O)[nH]c1=O | 7% | -12% | -8%

Six entries from above, with two lines to a compound.
Each structure is followed by: N370S GC	FEN1 inhibitor	GCN5L2 inh
Fc1cccc(Cc2noc(CN3CCCCC3c3ccccn3)n2)c1 (centres undefined)
  15%	-2%	-6%
COc1ccc(C(=O)/C(=C/c2cccs2)c2nc3ccccc3o2)cc1
  14%	-13%	-11%
CSc1ccc(CNC(=O)c2cc3c(=O)n(Cc4ccco4)ccc3nc2C)cc1
  x	89µM*	-7%
CC(C)(C)C(=O)COC(=O)c1ccc2c(c1)C(=O)N(Cc1ccco1)C2=O
  -2%	11%	-8%
CCOc1cccc2cc(-c3nc4sc(C(=O)Nc5ccc(C)cc5)c(C)c4c(=O)[nH]3)c(=O)oc12
  x	20%	0%
c1ccc(-n2nnnc2-n2cnc3ccccc32)cc1
  1%	0%	-1%

Next part:
SMILES | N370S GC | FEN1 inhibitor | GCN5L2 inh
COc1ccc(CCn2c(NN=C3CCCCC3)nc3c2c(=O)[nH]c(=O)n3C)cc1 | -11% | 7% | -6%
Cc1ccc(N(C(=O)c2csnn2)C(C(=O)NC(C)(C)C)c2cccs2)cc1 (centres undefined) | -9% | 7% | -5%
O=[N+]([O-])c1ccc(/C=N/n2c(C3CCCCC3)n[nH]c2=S)cc1 | -17% | -9% | -2%
CC(=O)NCCNc1ncncc1-c1ccccc1C | -6% | x | u
COc1ccc(Nc2nc(C)cc(C)c2C#N)c(OC)c1 | 1% | 7% | 1%
CCOC(=O)c1nc(C)nc(Sc2n[nH]c(-c3cc(Cl)cc(Cl)c3)n2)c1C | 2% | -4% | -7%
CCOC(=O)c1ccccc1NC(=O)C1CSC2(C)CCC(=O)N12 (centres undefined) | 23% | -15% | -10%
COc1ccc(-c2nc(Cc3ccc(Cl)cc3)no2)cc1OC | -23% | -11% | -4%
Cc1cc(Cl)c(S(=O)(=O)NC2CCCCC2)cc1OCC(=O)Nc1nncs1 | 4% | -2% | -2%
S=C(NCCCN1CCOCC1)Nc1ccc(N2CCOCC2)cc1 | 3% | -1% | -1%
Cc1ccc(/C=N/NC(=O)c2ccc(OC3CCCC3)cc2)o1 | 10% | -5% | u
Nc1ncc(S(=O)(=O)NCc2ccc(F)cc2)cn1 | x | -6% | -5%
Cc1ccc(N2C(=O)CC(Sc3ccccc3C(=O)O)C2=O)cc1C (centres undefined) | 11% | -10% | 3%
CC(=O)N1c2ccc(S(=O)(=O)Nc3ccc(Cl)cc3C)cc2CC1C (centres undefined) | x | -19% | -1%
O=C(NCc1ccncc1)C1CCCN(S(=O)(=O)Cc2ccccc2)C1 (centres undefined) | -4% | -2% | -5%
CC(O)CN=c1cc(-c2ccccc2)oc2ccc(Cl)cc12 (centres undefined) | -8%[12.8 µM] | u | -14%
C=C(C)CSCc1nc2ccccc2[nH]1 | 4% | -3% | -2%
Cc1ccc(S(=O)(=O)NCCSc2nnnn2-c2ccc(Cl)c(C(=O)O)c2)cc1 | x | 8% | 11%
CCOc1ccc(C(=O)NCC(=O)OCC(=O)Nc2ccccc2OC)cc1 | 5% | -3% | -5%
CCSc1nc2ccccc2n1CCC(=O)O | 4% | -3% | -9%

Just N370S GC and GCN5L2 inh, for 3 of the compounds above:
| structure | N370S GC | GCN5L2 inh |
| --- | --- | --- |
| COc1ccc(CCn2c(NN=C3CCCCC3)nc3c2c(=O)[nH]c(=O)n3C)cc1 | -11% | -6% |
| Nc1ncc(S(=O)(=O)NCc2ccc(F)cc2)cn1 | x | -5% |
| CC(=O)NCCNc1ncncc1-c1ccccc1C | -6% | u |

(continued)
SMILES | N370S GC | FEN1 inhibitor | GCN5L2 inh
NS(=O)(=O)c1cccc(NC(=O)Cc2ccc(Cl)c(Cl)c2)c1 | -4% | -5% | -5%
Cc1c(Cl)cccc1NC(=O)CCC(=O)NNC(=O)c1ccccc1Cl | 20% | -3% | -4%
COc1ccc(NC(=O)C(C/C=C(/C)Cl)C(C)=O)cc1 (centres undefined) | 5% | -5% | -7%
CC(C)N(Cc1nc(-c2ccc(Cl)cc2)no1)C(=O)c1ccc(C(C)(C)C)cc1 | x | -22% | -14%
O/N=C(/c1ccc(F)cc1)C1CC1c1c(F)cccc1Cl (centres undefined) | 6% | -20% | 6%
CCOC(=O)N1CCN(C(=O)CCc2c(C)nc3c(c(C)nn3-c3ccc(C)c(C)c3)c2C)CC1 | 18% | 5% | -20%
O=C(c1cc(S(=O)(=O)N2CCC3(CC2)OCCO3)ccc1F)N1CCCCC1 | -12% | 5% | -3%
COc1ccccc1NC(=O)C1=C(C)NC(SCC(=O)Nc2ccc(C(=O)O)cc2)=C(C#N)C1c1cccs1 (centres undefined) | -22% | 4% | -17%
Cc1nnnn1-c1cccc(C(=O)O)c1 | -2% | 0% | -14%
CCc1ccc(NC(=O)CSC2=Nc3ccccc3C3=NC(CCC(=O)NCc4ccccc4OC)C(=O)N23)cc1 (centres undefined) | x | -20% | 1%
CCCNC(=O)COc1nc2ccccc2nc1N1CCOCC1 | -12% | 0% | -2%
O=C(CSc1nc(O)cc(=O)n1-c1ccccc1)Nc1ccccn1 | -4% | -7% | -8%
Cc1cc(C(C)(C)C)cc(C)c1COC(=O)CN1C(=O)NC2(CCCC2)C1=O | x | 4% | -6%
COCCn1c(SCC(=O)c2ccc(C)cc2C)nc2cc(C(=O)NC3CCCC3)ccc2c1=O | x | 20% | -15%
COc1ccc(C2CC(c3ccccc3)n3nc(NC(=O)c4cccs4)nc3N2)cc1 (centres undefined) | u | 3% | -7%
COc1ccc(NC(=O)c2sc(NC(=O)COc3ccccc3)nc2C)cc1 | -14% | 12% | -13%
Cc1cc(NC(=O)COC(=O)C2CCCN2C(=O)c2cccs2)no1 (centres undefined) | 1% | 2% | -2%

From PubChem
